High-throughput results as filed in PubChem BioAssay.
Granule exo inh: LAMP-1 surface exposure blockers, TALL-104 cells – cell-based, flow cytometry, MLPCN library, primary screen; TALL-104 LAMP-1 surface exposure; cells stimulated with thapsigargin and PMA; 0.66% of 360,000 active; AID 651702, 2012; inhibition, % at 10 µM;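 active = inhibition above about 55%, limit read from the data; inconclusive = no clear call, values can overlap the other calls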
CaV13 ICDI inh: Primary screen for inhibitors of IQ motif and Ca2+-dependent inactivation inhibitor domain binding in CACNA1D, Förster resonance energy transfer in living cells, … | HEK cells, CFP/YFP FRET ICDI-IQ, plate reader, 10 min; percent FRET-ratio fall versus neutral wells | inhibition, % at 12.3 µM | 0.098% of 340,000 active;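 active = mean replicate inhibition of at least 30% and at least 1% of replicates passing that level; inconclusive = only one of the two criteria is met; inactive = neither criterion is met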;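 also: 0% = median of the neutral control wells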
Vif imaging: HIV Vif self-association inhibitors, primary screen, imaging, HEK293T, single point. 0.35% of 340,000 active. inhibition, % at 7.49 µM. HEK293T cells, Vif self-association by quenched fluorescence, 24 h. AID 602346, 2012; in the data active = inhibition above about 50%, passing the limit was not always enough; inconclusive = no clear call, values can overlap the other calls; inactive = below about 31%; also: some results filed as inactive read as strong as hits
NR2E3 ag-1: NR2E3 agonists in two-hybrid cells, primary screen, cell-based, luminescence, CHO-S, Gal4-NCOR/VP16-NR2E3; luciferase; inhibition of corepressor binding, % at 3.98 µM; 0.35% of 360,000 active; AID 602229, 2012;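 active = inhibition above the mean of all tested compounds plus 3 SD, cut at about 70% in these data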;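 also: 0% = DMSO with NR2E3 transfected cells and 100% = cells lacking NR2E3 construct; higher means lower luciferase signal from less NR2E3 corepressor binding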
Target sequence (Q9Y5X4 whole entry, looked up, the tested form may be a part): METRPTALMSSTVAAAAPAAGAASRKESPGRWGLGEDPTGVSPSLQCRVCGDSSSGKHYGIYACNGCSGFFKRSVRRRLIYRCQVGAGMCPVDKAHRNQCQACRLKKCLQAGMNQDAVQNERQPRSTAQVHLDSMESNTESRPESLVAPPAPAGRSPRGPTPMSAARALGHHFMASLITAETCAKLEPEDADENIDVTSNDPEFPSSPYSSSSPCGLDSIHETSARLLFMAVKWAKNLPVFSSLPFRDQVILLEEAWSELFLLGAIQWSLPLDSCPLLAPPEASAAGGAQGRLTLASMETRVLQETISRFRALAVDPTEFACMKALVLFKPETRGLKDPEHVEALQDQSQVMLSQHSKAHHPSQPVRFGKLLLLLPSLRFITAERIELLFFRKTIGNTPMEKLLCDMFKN
aDG glyco up: activators of alpha-DG glycosylation, primary screen, uHTS, Pro5-aDG cells, AlphaScreen; alpha-DG glycosylation AlphaScreen (IIH6); 0% Pro5, 100% B10-LARGE cell signal; activation, % at 10 µM; 0.22% of 360,000 active; AID 624168, 2012;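 active = activation of at least 8% versus controls, or a plate z-score of at least 8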;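 also: Pro5 are CHO cells carrying HIG-tagged alpha-DG that lacks glycosylation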
Peg3 prom inh: Peg3 promoter-driven luciferase inhibitors, primary screen, cell-based, HeLa, luciferase luminescence; HeLa PEG-Prom luciferase reporter, overnight; inhibition, % at 20 µM; 1.7% of 360,000 active; AID 588405, 2011;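 active = inhibition of at least 50% at 20 µM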
hiPSC survival: enhancers of single-cell hiPSC survival, primary screen, ATPlite luminescence. 100% = ROCK inhibitor wells, 0% = DMSO. survival enhancement, % at 20 µM. 0.044% of 360,000 active; in the data active = survival enhancement above about 18%;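 also: cells exposed to compounds for 16 hours before the ATP read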
HIF-2a inh: HIF-2a reporter inhibitors, primary screen, luminescence, 786-0 RCC cells; 786-0 RCC cells HIF-2a reporter, luciferase luminescence, overnight; inhibition, % at 18.8 µM; 0.72% of 360,000 active; AID 624352, 2012;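 active = inhibition of the luminescence signal of 40% or more relative to plate controls, in a single-dose primary screen at 18.75 µM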
NR2E3 ag-2: inhibitors of NR2E3-RetCOR corepressor binding, primary screen, NR2E3 agonist project, biochemical, TR-FRET, GST-NR2E3, biotin-RetCOR | AID 2300, 2010 | 0.12% of 320,000 active | 1536-well | inhibition of corepressor binding, % at 4.78 µM;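 active = percent inhibition above the cutoff of mean plus 3 SD of all tested compounds, set per screening campaign, cut at about 20% in these data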;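 also: 0% = DMSO wells and 100% = biotin wells as full block of FRET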
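Format: 1536-well format; test system: GST-NR2E3 and biotin-RetCOR proteins; read-out basis: percent inhibition of TR-FRET ratio; timing: 5 h incubation at 4 °C; detection: time-resolved FRET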
MITF TRPM1 inh: inhibitors of MITF-dependent TRPM1 promoter reporter, primary screen, cell-based, SK-MEL-5, single point, luciferase; inhibition, % at 12.5 µM; 0.83% of 330,000 active; SK-MEL-5 TRPM1 promoter luciferase, 24 h; AID 488899, 2010;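 active = mean inhibition across replicates of 60% or more, whatever share of single replicates reaches that level; inconclusive = some that reach 60%, reason not given; inactive = mean inhibition across replicates below 60%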; also: values of inactives mirror those of a sister screen read the other way
PDI turbidity: inhibitors of human PDI, primary screen, biochemical, turbidity, single point, plate reader; Protein disulfide-isomerase (Homo sapiens), P07237; PDI insulin aggregation turbidity, A650, 90 min; inhibition, % at 10 µM; 0.052% of 350,000 active;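 active = mean inhibition across replicates of 30% or more, whatever share of single replicates reach that level; inconclusive = mean inhibition below 30% while every single replicate reaches 30%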;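 also: absorbance from insulin aggregation driven by PDI reduction with DTT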
Target sequence (P07237 whole entry, looked up): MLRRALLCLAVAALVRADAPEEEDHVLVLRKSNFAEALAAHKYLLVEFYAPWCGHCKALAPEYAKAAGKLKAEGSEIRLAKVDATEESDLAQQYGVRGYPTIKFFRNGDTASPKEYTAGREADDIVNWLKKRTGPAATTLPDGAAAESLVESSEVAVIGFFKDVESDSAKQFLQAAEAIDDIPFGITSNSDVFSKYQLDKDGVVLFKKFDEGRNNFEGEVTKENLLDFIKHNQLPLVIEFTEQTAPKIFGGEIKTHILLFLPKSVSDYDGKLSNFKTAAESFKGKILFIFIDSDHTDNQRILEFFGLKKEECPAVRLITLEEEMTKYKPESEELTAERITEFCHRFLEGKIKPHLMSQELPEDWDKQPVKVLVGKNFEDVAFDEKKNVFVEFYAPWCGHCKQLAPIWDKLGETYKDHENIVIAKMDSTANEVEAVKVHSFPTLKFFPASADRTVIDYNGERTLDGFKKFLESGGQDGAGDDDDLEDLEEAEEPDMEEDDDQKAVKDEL
* = called active by the depositor; u = inconclusive; x = not tested or not shown.

SMILES,Granule exo inh,CaV13 ICDI inh,Vif imaging,NR2E3 ag-1,aDG glyco up,Peg3 prom inh,hiPSC survival,HIF-2a inh,NR2E3 ag-2,MITF TRPM1 inh,PDI turbidity
O=C(/C=C/c1ccc([N+](=O)[O-])cc1)N1CCN(c2ccccc2F)CC1,-4.4,-3.2,-5.0,11.6,-0.2,-52.9,1.9,-66.4,-2.5,-21.5,-3.6
COc1ccc(N(C(=O)c2ccco2)C(C(=O)NC2CCCC2)c2ccncc2)cc1OC (stereo unspecified),2.5,-1.9,1.3,-43.1,0.0,9.2,-0.4,-7.2,1.5,2.5,-12.9
COc1ccc(N=C2SC(C(=O)N3CCN(c4ccc([N+](=O)[O-])cc4)CC3)CC(=O)N2C)cc1 (stereo unspecified),47.9,-18.8,-12.9,1.0,1.9,22.0,0.4,11.6,2.5,10.2,7.9
COc1cc(C)c(NC(c2ccccc2)c2ccccc2)cc1OC,41.8,-2.7,1.4,-34.2,-0.3,26.6,-0.7,15.0,-0.1,-7.2,7.6
COC(=O)c1ccccc1NC(=O)C1CC(=O)N(c2ccc(C)cc2)C1 (stereo unspecified),11.0,-4.8,-5.3,-2.3,0.2,25.3,-1.5,9.6,-1.5,-8.0,-7.1
COc1ccc(CN(C(C)=O)c2cccc(C)c2C)cc1,-4.1,x,7.1,-59.5,-0.1,19.0,4.5,5.1,0.7,12.1,8.0
N#C/C(=C\c1ccc(N2CCOCC2)cc1)c1ccccc1,1.4,-4.1,-1.0,-191.7,-0.5,-248.1,-0.5,-241.7,0.5,-143.7,2.5
COCCCNC(=S)NCCc1ccc(F)cc1,1.7,-2.3,u,-24.5,0.3,-43.4,-0.6,-72.6,1.7,-12.6,4.3
CCn1cc(Br)c(C(=O)Nc2ccccc2C(=O)OC)n1,13.5,-4.0,0.2,12.6,0.8,8.5,3.4,2.9,4.5,-5.2,-10.2
Nc1nc(-c2ccc(Cl)cc2)c(N=Nc2ccc(S(=O)(=O)N3CCOCC3)cc2)s1,-0.3,-5.7,2.3,-3.9,-0.8,36.9,-1.5,27.5,-2.0,14.4,4.4
Cc1nc(C)c(C(=O)NNS(=O)(=O)c2ccc3ccccc3c2)s1,-3.3,-2.3,-7.9,48.1,1.5,1.3,4.6,21.4,-1.0,5.1,9.0
O=C1OC(N2C(=O)CC[C@H]2C(=O)Nc2ccc(Br)cc2F)c2ccccc21 (stereo partly specified),-1.8,x,-5.6,-18.2,-0.3,-12.5,-0.6,-16.5,-0.5,-0.9,x
O=c1[nH]c(C2CCN(S(=O)(=O)Cc3ccccc3)CC2)nc2c1nnn2Cc1ccccc1Cl,-1.9,-18.4,0.5,-12.2,0.1,6.5,-0.2,19.1,0.3,3.3,7.5
CC1CCCC(C)N1C(=O)c1ccccc1Nc1ccc(SC(F)F)cc1 (stereo unspecified),1.9,x,-5.2,23.7,0.4,34.7,-0.1,33.4,-0.4,9.6,-5.3
COC(=O)CSc1nc(N2CCOCC2)c2c(c1C#N)CC(C)(C)N(C)C2,-2.2,x,x,7.6,0.1,3.0,0.9,-3.1,0.1,-15.5,-3.9
COc1cc(C(=O)OCCNC(=O)c2cccnc2)cc(OC)c1OC,10.5,-6.8,4.0,1.9,0.0,11.7,1.5,16.4,x,8.4,0.8
COc1cc(S(=O)(=O)N2CCN=C2c2ccccc2)ccc1F,-3.9,-3.9,-13.9,-25.0,-0.1,2.2,-2.2,4.2,1.2,12.3,-1.2
COc1ccc(NS(=O)(=O)c2ccc(C(=O)N3CCCCCC3)cc2)cc1,9.1,-5.5,-13.2,75.6*,0.4,15.0,1.9,0.2,x,11.4,-1.1
CCN(CC(=O)Nc1c(F)cccc1F)C(=O)c1ccc(C)c(S(=O)(=O)N2CCCCC2)c1,26.6,x,1.3,5.4,1.1,-4.0,0.0,8.9,0.6,-0.3,0.8
CCC(C)N=CC1=C(O)CC(c2ccccc2)CC1=O (stereo unspecified),-0.4,-5.3,12.7,1.8,-0.4,-76.5,-0.3,3.3,3.8,-15.5,-0.1
C/C(=N/NS(=O)(=O)c1cc(C)ccc1C)c1ccncc1,-1.3,x,16.2,5.5,-0.1,8.7,-0.5,7.2,3.9,-10.0,2.8
O=C(CS(=O)(=O)c1ccccc1)Nc1ccc(S(=O)(=O)Nc2ncccn2)cc1,-0.9,-5.7,6.6,-31.7,0.2,6.5,5.7,1.4,0.7,-2.5,-5.4
S=C1NCCN1CC1CCN(CCC23CC4CC(CC(C4)C2)C3)CC1,-3.3,-2.3,x,0.2,0.5,-2.2,-1.4,-1.5,x,-16.5,-3.5
CC(C)c1ccc(S(=O)(=O)NC2CCCC2)cc1,3.4,x,-0.9,-16.5,-0.1,10.4,-0.4,8.9,3.7,9.4,8.6
Cc1csc(SCC(=O)NC2CCS(=O)(=O)C2)n1 (stereo unspecified),-1.9,-19.1,6.0,-2.0,-0.2,6.2,1.7,13.6,x,1.9,12.4
CCN(CC)C(=O)c1nc[nH]c1C(=O)N(CC)CC,-17.4,-4.5,-2.9,-22.9,-0.2,-1.4,-1.8,5.4,0.8,5.7,-2.6
CC1CCN(c2oc(-c3cccc4ccccc34)nc2C#N)CC1,-5.5,-5.0,-4.2,-12.2,-0.3,-283.6,-0.4,-165.4,2.5,-79.8,-4.9
CN(C)c1ccc(-c2nnn(Cc3ccccc3Br)n2)cc1,-14.2,-7.0,1.5,-66.6,-0.6,-144.6,-0.7,-223.6,1.6,-52.5,1.9
O=C(Nn1c(O)c(C=C2N=c3ccccc3=N2)sc1=S)c1ccccc1,29.1,-2.0,-0.1,17.6,0.0,-6.4,4.3,-25.1,5.2,4.6,6.8
O=C1NC2(CCCCC2)OC12CCCCC2,0.1,-6.3,4.8,-0.1,0.0,-3.9,-2.7,10.6,x,-0.9,6.6
c1ccc(CNCc2ccc(CNCc3ccccc3)cc2)cc1,-4.9,-15.6,-8.5,6.2,1.4,14.2,-3.3,11.1,x,x,-2.2
CC(C)C(=O)Nc1c(-c2ccccc2F)c(=O)c2ccccc2n1C,-1.6,-18.0,4.5,-17.6,-0.2,12.9,1.1,13.3,-1.1,8.4,-4.0
NC(=O)CC(NC(=O)Cc1cccc2ccccc12)c1ccc(N2CCN(c3ccccn3)CC2)c([N+](=O)[O-])c1 (stereo unspecified),-2.7,-11.3,-4.3,-2.4,-0.2,-2.9,-1.2,17.2,2.5,-6.3,1.7
Cc1cccc(N2CCN(C(=O)c3cccc(N4C(=O)C5CC=CC(C)C5C4=O)c3)CC2)c1C (stereo unspecified),0.7,-9.9,-17.6,6.4,-0.2,4.5,2.7,-1.5,0.5,10.3,20.9
COc1ccc(-c2c(C)cc3oc(=O)cc(-c4ccccc4)c3c2C)cc1C=O,-0.3,-5.9,-0.9,3.4,0.4,3.1,-1.1,-2.9,x,-2.5,-4.2
Cc1ccc(CC2(OCCN(C)C)CCC(C(C)(C)C)CC2)cc1 (stereo unspecified),-2.9,-6.4,-6.8,-7.1,1.6,95.4*,-2.3,-3.8,x,57.1,15.2
COC(=O)COc1cccc(NC(=O)COc2ccccc2)c1,2.5,x,-12.6,8.4,-0.1,2.2,-1.8,6.1,2.6,11.6,0.4
COc1ccccc1C(=O)OCCc1ccccc1,1.3,-6.9,-1.7,-78.3,-0.2,-344.8,-0.3,-124.9,x,-138.2,-25.8
Cc1nn(C)cc1/C=C/C(=O)c1ccccc1,-2.8,-8.6,-2.6,-9.9,0.2,-276.2,-3.8,-178.3,-3.8,-31.6,-4.5
Cc1nc2c([nH]c3ccc(Br)cc32)s1,-3.4,-8.2,14.3,-30.9,0.0,-111.2,-1.0,-104.1,-2.4,-19.6,-2.6
C/C(=N\S(=O)(=O)c1ccc(C)cc1)N1CCCCC1,-0.2,-3.6,-2.6,-7.8,-0.1,0.1,0.0,1.5,-0.5,3.4,4.5
O=C(COC(=O)c1ccc([N+](=O)[O-])o1)Nc1ccc2c(c1)OCO2,6.4,-6.4,14.1,1.2,-0.1,-12.4,-4.2,-7.3,x,-2.2,-4.5
CC(=O)NC(C)Cc1cn(Cc2ccccc2)c2ccccc12 (stereo unspecified),13.5,-18.8,-7.5,-2.7,-0.1,14.4,0.2,3.6,-0.1,6.2,-3.5
CCOC(=O)Nc1nc(-c2ccccc2)c(C(=O)c2ccccc2)s1,-0.9,-4.7,-5.2,7.3,-0.1,-27.4,-3.7,23.5,4.4,39.3,-3.6
O=C1c2ccccc2C(=O)N1/N=C/c1ccc(O)c(O)c1O,-3.3,x,-7.8,-24.8,0.1,-2.8,0.2,9.8,x,9.7,-0.4
O=C(CSc1nc2ccccc2o1)N1c2ccccc2Sc2ccc(Cl)cc21,2.0,-8.9,-9.0,-6.6,0.2,14.7,-0.7,12.6,-0.4,9.4,1.4
C=CCn1c(Oc2ccc(C=O)cc2OCC)nc2c1c(=O)n(C)c(=O)n2C,-1.7,-19.2,-4.9,-13.3,0.0,8.1,0.1,7.5,-1.7,8.9,-1.8
Cc1cccc(C)c1OCC(=O)Nc1ccncc1,-15.4,-11.4,0.4,6.7,0.1,16.2,-0.3,9.8,1.6,7.7,3.8
Cc1cc(C(=O)N/N=C\c2cc(C(C)(C)C)c(O)c(C(C)(C)C)c2)n[nH]1,-3.9,-2.7,18.9,-18.3,0.2,8.4,0.0,3.5,1.8,12.9,-14.4
CN(C(=O)N1CCN(S(=O)(=O)c2ccccc2)CC1)c1ccccc1,4.0,-4.9,39.2,-5.5,-0.1,4.5,-1.3,11.7,1.9,0.6,8.7

Reprinted at random: two compounds from above.
SMILES,Granule exo inh,CaV13 ICDI inh,Vif imaging,NR2E3 ag-1,aDG glyco up,Peg3 prom inh,hiPSC survival,HIF-2a inh,NR2E3 ag-2,MITF TRPM1 inh,PDI turbidity
CCOC(=O)Nc1nc(-c2ccccc2)c(C(=O)c2ccccc2)s1,-0.9,-4.7,-5.2,7.3,-0.1,-27.4,-3.7,23.5,4.4,39.3,-3.6
COCCCNC(=S)NCCc1ccc(F)cc1,1.7,-2.3,u,-24.5,0.3,-43.4,-0.6,-72.6,1.7,-12.6,4.3
